Screening data: PubChem BioAssay, Columbia University Molecular Screening Center
E-sel TNF inh: TNF alpha driven E-selectin expression inhibition; inhibition, % at 2 µM; HUVEC TNFa-induced E-selectin immunofluorescence, high content; 120,000 tested, 0.71% active; AID 1246;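 active = inhibition above the batch mean plus 3 SD, and confirmed as a hit on visual image review, cut at about 43% in these data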;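 note: 0% = TNF-stimulated DMSO wells and 100% = unstimulated control wells; not every result past the cut was called active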
* hit, by the source's call. An excerpt. The share of hits here may be higher or lower than overall.

structure | E-sel TNF inh
Cc1cc(C)n(CCNC(=O)CCc2nnc(CCc3ccccc3)o2)n1 | -5
O=C(CCCN1C(=O)/C(=C\c2cccs2)SC1=S)NNC(=O)c1cccnc1 | -10
Cc1noc(C)c1COc1cccc(C(=O)NCCc2c[nH]c3ccccc23)c1 | -6
COC(=O)/C=C/COc1ccccc1[N+](=O)[O-] | 39
O=C(NNC(=O)c1ccccc1[N+](=O)[O-])c1ccco1 | -11
O=C(N/N=C1\CC(c2ccccc2)Oc2ccccc21)c1cccnc1 (configuration not stated) | 17
Cc1ccccc1OCC(O)Cn1c(Br)nc2c1c(=O)[nH]c(=O)n2C (configuration not stated) | -13
Cc1cc2oc(C(=O)NCc3ccc(S(N)(=O)=O)cc3)c(C)c2cc1C | 27
COc1cc(COCC(O)CN2CCN(Cc3ccc4c(c3)OCO4)CC2)cc(OC)c1OC (configuration not stated) | 18
COc1ccccc1NC(=S)NC12CN3CN(CN(C3)C1)C2 | -23
CCC(C)(C)NC(=O)CN(C(=O)C(=O)Nc1ccc2c(c1)OCCO2)C(C)(C)CC | -9
CNC(=O)COC(=O)CNC(=O)c1cc(Cl)cc([N+](=O)[O-])c1 | -35
Cc1cc(C(=O)Cn2nc(C(=O)O)c3ccccc3c2=O)c(C)n1CC(F)(F)F | 1
Cc1ccc(C)n1-c1ccc(C(=O)NN=C2CCCC2)cc1 | -1
Cc1csc(NC(=O)c2cccc(S(=O)(=O)N3CCN(C)CC3)c2)n1 | -15
Cc1ccc(C2=NN(S(=O)(=O)c3ccccc3)C(c3ccccc3O)C2)cc1 (configuration not stated) | 15
O=C1NC2(O)C(=O)c3ccccc3C2(O)N1 (configuration not stated) | 14
Cc1ccc(C(=O)CCC(=O)N2CCN(C(=O)c3ccco3)CC2)cc1 | 3
FC(F)(F)c1cccc(NC(=S)NCc2ccc(Cl)cc2)c1 | 31
CCOC(=O)n1c(=O)n(Cc2cccc(C)c2)c2ccccc21 | 6
Cc1nn(C)cc1[C@@H]1C[C@H]2CN(Cc3cccc(Cl)c3)C(=O)[C@]23CCCN13 | -13
C=CCN1C(=O)c2ccc(C(=O)OCC(=O)N(C)C3CCCCC3)cc2C1=O | -38
CCn1c(C)nc2cc(C(=O)NNC(=S)NC(=O)c3ccccc3)ccc21 | 3
O=C(O)c1ccccc1C(=O)NNc1ccc(F)cc1F | 4
Cc1ccccc1-c1nn(-c2ccc(F)cc2F)cc1CNCCCO | -21
CCc1nnc(NC(=O)c2cc(C)nc3ccccc23)s1 | -2
CN(C)S(=O)(=O)c1cccc(NC(=S)N/N=C/C2CC=CCC2)c1 (configuration not stated) | 2
COc1ccc(CN(Cc2ccc(C(=O)O)cc2)C(=S)Nc2ccccc2C)cc1OC | -19
CC1(C)CC(=O)C(C(=O)C2CCN(S(=O)(=O)c3ccccc3)CC2)C(=O)C1 | -14
c1ccc(N/N=C2\CCCc3ccccc32)nc1 | 9
CC(C)C(NC(=O)c1ccc(C(C)(C)C)cc1)C(=O)Nc1cccc(S(N)(=O)=O)c1 (configuration not stated) | -6
CN(C)CCN(Cc1cc2cc3c(cc2[nH]c1=O)OCO3)C(=S)NCc1ccco1 | 13
FC(F)(F)c1nnc(-c2ccccc2)nc1N1CCCC1 | -50
O=[N+]([O-])/C(C(=C(Cl)Cl)N1CCN(Cc2ccccc2)CC1)=C1\NCCN1Cc1ccc(Cl)nc1 | -4
CC(NC(=O)/C(C#N)=C/c1cccs1)c1ccccc1 (configuration not stated) | 14
CCOc1ccc(S(=O)(=O)N2CCN(C(=S)NC3CC3)CC2)cc1 | -11
CC12CN3CCN(CC(C3)/C1=N\NC(=O)Nc1cccc(Cl)c1)C2 | -7
COc1ccc(OC)c(CN2CCC(CNC(=O)Nc3cccc(Cl)c3)CC2)c1 | -9
O=C1c2ccccc2C(=O)N1CCSc1nc2ccccc2c(=O)n1CCCN1CCOCC1 | -1
C/C(=N\NC(=O)c1ccc2c(c1)OCO2)c1ccc2c(c1)OCO2 | -18

Exported with values ahead of the structure: part of the list above.
E-sel TNF inh | SMILES
-9 | COc1ccc(OC)c(CN2CCC(CNC(=O)Nc3cccc(Cl)c3)CC2)c1
-4 | O=[N+]([O-])/C(C(=C(Cl)Cl)N1CCN(Cc2ccccc2)CC1)=C1\NCCN1Cc1ccc(Cl)nc1
14 | CC(NC(=O)/C(C#N)=C/c1cccs1)c1ccccc1 (configuration not stated)
13 | CN(C)CCN(Cc1cc2cc3c(cc2[nH]c1=O)OCO3)C(=S)NCc1ccco1

(listing goes on)
structure | E-sel TNF inh
CC1CCCN(CC(=O)N2c3ccccc3Sc3ccccc32)C1 (configuration not stated) | -5
C/C(=N\NC(N)=O)C1CC(CC(C)C)C(=O)O1 (configuration not stated) | 8
O=C(NCC(=O)N(c1ccc(F)cc1)C(C(=O)NC1CCCC1)c1cccnc1)c1cccs1 (configuration not stated) | 1
CCN(CC)C(=O)Cn1cc(C(=O)C(=O)N2CCCc3ccccc32)c2ccccc21 | 1
Cc1nn(-c2ccc(Cl)c(Cl)c2)c(C)c1C(=O)O | -36
COCCCNC(=O)Cn1nnc(-c2ccc(NC(=O)c3cccnc3)cc2)n1 | 2
COC(=O)c1ccc(OC(=O)c2cccs2)cc1 | -12
COc1cc(/C=C/C(=O)O)ccc1OS(=O)(=O)c1ccc(C)cc1 | -7
O=Cc1cccn1-c1cccnc1 | -7
CN(C)NC1=CC(=[N+]2CCCC2)CC(C)(C)C1 | 17

Copied from the list.
For E-sel TNF inh, `O=C(NCC(=O)N(c1ccc(F)cc1)C(C(=O)NC1CCCC1)c1cccnc1)c1cccs1` (configuration not stated) has the entry 1
For E-sel TNF inh, `CC12CN3CCN(CC(C3)/C1=N\NC(=O)Nc1cccc(Cl)c1)C2` has the entry -7

(more compounds)
structure | E-sel TNF inh
Cc1cc(C)n2nc(SCC(=O)N(Cc3ccccc3)C3CCS(=O)(=O)C3)nc2n1 (configuration not stated) | -22
Cc1ccc(C)c(N=Cc2cc3c(cc2[N+](=O)[O-])OCO3)c1 | -11
O=C(/C=C/c1ccccc1)Nc1nc(-c2ccncc2)cs1 | -16
COC(=O)CCC(=O)NNC(=O)c1ccc([N+](=O)[O-])cc1 | 5
Cn1c(=O)[nH]c(=O)c2c1nc(Br)n2C/C=N/Nc1ccccc1 | -3
CCCCN1/C(=C/c2ccc3ccccc3[n+]2CC)Sc2ccccc21 | -31
COc1ccc(C2=CC(=O)N(Nc3ccccc3)C2=O)cc1 | 9
CCOC(=O)N1CCN(C(=O)C2CCN(S(=O)(=O)c3cc(OC)ccc3OC)CC2)CC1 | 72*
CCOc1ccc(S(=O)(=O)N(C)c2ccc(OCC(=O)Nc3nccs3)cc2)cc1 | -10
Nc1ccc(C(CC(=O)O)n2cccc2)cc1 (configuration not stated) | -17
CC(=O)Nc1c(N)c2ccccc2oc1=O | -17
O=C(NC(=S)Nc1ccccc1N1CCCC1)c1cccc(F)c1 | -55
CC(C)(C)NC(=O)NC12CC3CC(CC(C3)C1)C2 | -31
O=C(CCC(=O)Nc1ccc(Br)cc1)N/N=C/c1cc([N+](=O)[O-])ccc1O | 1
O=C(Nc1nc2ccccc2[nH]1)c1cc2ccccc2o1 | 12
CCN(CC)CCn1c(NC(=O)c2ccc(C(F)(F)F)cc2)nc2ccccc21 | -33
CC(C)CC(CC(C)C)=NNC(=O)c1ccc(CSc2nncn2C)cc1 | -7
CCOC(=O)C1CCCN(C(=O)C(C)(C)Oc2ccc(Cl)cc2)C1 (configuration not stated) | -19
O=C(/C=C/c1ccc2c(c1)OCO2)NCC1CCCO1 (configuration not stated) | -33
CC(c1ccccc1)N1C(=O)c2ccccc2C1(O)Cc1ccccc1 (configuration not stated) | 1
COCCCNC(=O)C1CCC(CNS(=O)(=O)c2ccc(Cl)cc2)CC1 (configuration not stated) | -2
CC(=O)/C=C1\N(C)c2ccc(C)cc2C1(C)C | 18
Cc1cc(C)n(CC(=O)O)c(=O)c1[N+](=O)[O-] | -5
CCOC(=O)CNC(=O)CSc1nnc(-c2ccccc2)c(-c2ccccc2)n1 | -21
Cc1cc(Br)ccc1-n1[nH]c(C)c(C=Nc2cccc3nsnc23)c1=O | -18
O=C(Cc1ccccc1)N1CCNCC1 | -5
CC(=O)c1ccc(NC(=S)NCC(c2ccco2)N2CCCC2)cc1 (configuration not stated) | -30
Cc1cc(C)n2c(SCC(C)C)nnc2n1 | -10
O=S(=O)(Cc1cc(NCc2ccccc2)nc(-c2ccncc2)n1)c1ccccc1 | 32
CCCC(=O)NCc1ccccc1Cl | -12

Some of these compounds in order of their number in E-sel TNF inh, high to low:
structure | E-sel TNF inh
Cc1cc(C)n(CC(=O)O)c(=O)c1[N+](=O)[O-] | -5
CCCC(=O)NCc1ccccc1Cl | -12
CCOC(=O)CNC(=O)CSc1nnc(-c2ccccc2)c(-c2ccccc2)n1 | -21
CC(=O)c1ccc(NC(=S)NCC(c2ccco2)N2CCCC2)cc1 (configuration not stated) | -30

A draw from above in order of formula weight, descending.
structure | E-sel TNF inh
O=S(=O)(Cc1cc(NCc2ccccc2)nc(-c2ccncc2)n1)c1ccccc1 | 32
Cc1cc(C)n2c(SCC(C)C)nnc2n1 | -10
O=C(Cc1ccccc1)N1CCNCC1 | -5

Other structures follow:
structure | E-sel TNF inh
Cc1cccc(NC(=S)NC2CC3CCCC(C2)N3Cc2ccccc2)c1C (configuration not stated) | -36
CCOC(=O)c1c(-c2ccc(C)o2)csc1NC(=O)CN1CCCCC1 | -42
CCOc1ccc(NC(=O)c2ccc(NC(=S)NC3CCCCC3)cc2)cc1 | 23
CCNC(=S)N/N=C/c1ccccc1[N+](=O)[O-] | 35
Fc1ccccc1CSCc1nc2ccccc2[nH]1 | 21
CC1CC(C)CN(C(=O)C(C)N(C)CC(=O)Nc2ccccc2Cl)C1 (configuration not stated) | -24
CCOC(=O)C1CCCN(c2oc(-c3ccc(OC)cc3)nc2C#N)C1 (configuration not stated) | 18
CCOC(=O)C1=C(O)C(=O)N(CCCn2ccnc2)C1c1ccc(C)cc1 (configuration not stated) | -22
CNC(=O)CSc1nnc(C(C)C)n1C | -3
COC(=O)CSc1nnc(CNC(=O)c2cc(OC)cc(OC)c2)n1-c1ccc(F)cc1 | 0
O=C(Nc1ccc(C(=O)O)cc1)Nc1ccc(F)cc1F | -12
Cc1ccc(CN2CCSc3ccc(C(=O)NCc4ccco4)cc32)cc1 | 25
CCOC(=O)c1sc2nc(C)nc(NCCc3ccccn3)c2c1C | -22
COc1ccc(C(=O)N/C(=C/c2ccco2)C(=O)NC2CCS(=O)(=O)C2)cc1 (configuration not stated) | 5
CC(=O)Nc1ccc(C(=O)N/C(=C/c2ccccc2)C(=O)Nc2cccc(C(=O)O)c2)cc1 | -2
O=C(NCc1ccco1)C(=O)c1cn(CC(=O)N2CCCCCC2)c2ccccc12 | -9
O=C(NCc1ccco1)c1ccc2ccccc2n1 | 4
Cc1ccc2cc(CCNC(=O)c3cc4ccccc4o3)c(=O)[nH]c2c1C | -22
CC1(C)CN=c2s/c(=C\c3ccc(Cl)cc3)c(=O)n2C1 | 4
O=Cc1cn[nH]c1-c1cccc([N+](=O)[O-])c1 | -34
COc1ccc(S(=O)(=O)CC2(O)CCN(C(=O)C(C)(C)C)CC2)cc1 | 4
CCN(CC)CCNC(=O)c1cc(-c2ccco2)nc2ccccc12 | -1
COc1ccc(C(OC(=O)c2ccco2)C(=O)NC(C)(C)C)cc1 (configuration not stated) | -18
Cc1ccc(S(=O)(=O)N/N=C/c2cc([N+](=O)[O-])ccc2O)cc1[N+](=O)[O-] | -4
COc1ccc([C@H](C)NC[C@H](O)c2ccc(O)c(NC=O)c2)cc1 | 0
NNc1ccc2nnc(C(F)(F)C(F)(F)C(F)(F)F)n2n1 | -2
CC1SCC(=O)N(CC(=O)NCCc2ccccc2)C1=O (configuration not stated) | 0
CCOc1cc(N2CCOCC2)c(OCC)cc1NC(=O)Cn1cnc2c(=O)n(C)c(=O)n(C)c21 | 4
Cc1ccc(-c2csc(NC(=O)C3CC(=O)N(Cc4ccco4)C3)n2)cc1 (configuration not stated) | -7
CCOC(=O)c1c(O)c2ccccc2n(CC)c1=O | -9
CCOc1nc2ccccc2cc1/C=C/C(=O)O | -4
Cc1ccc(NC(=O)COC(=O)c2cccnc2)cc1 | 4
Cc1[nH]c2ccccc2c1CCN(Cc1cccnc1)C(=S)Nc1ccc(F)cc1 | -20
COCCNC(=O)/C(C#N)=C/c1nc(N(C)C)n(-c2ccc(F)cc2)c1Cl | 6
O=C(O)CC(NC(=O)C12CC3CC(CC(C3)C1)C2)c1cc([N+](=O)[O-])ccc1Cl (configuration not stated) | 2
CN1CCN(C(=O)c2cc3nc(-c4ccco4)cc(C(F)(F)F)n3n2)CC1 | -9
Cc1cc(C)c2nc(SCC(=O)NC(=O)c3cccn3C)cc(C)c2c1 | -18
Cc1cccc(C(=O)Nc2ccc(N3CCN(S(C)(=O)=O)CC3)cc2)c1 | -26
CC(=O)c1ccc(NC(=O)C(C)NCc2ccc(Cl)cc2)cc1 (configuration not stated) | 30
CCOC(=O)/C(C#N)=C/c1cn(CCC(=O)O)nc1-c1ccc(OC)cc1 | 10
Fc1cc(F)c2nc(N3CCCC3)sc2c1 | -13
COc1ccc(N(CC(=O)NCc2ccccn2)S(=O)(=O)c2ccccc2[N+](=O)[O-])c(OC)c1 | -1
CCOC1=NN(c2ccc(Cl)cc2)C(=O)/C1=C\N(C)C | 12
COc1ccc(CC(NC(C)=O)C(=O)NC2CCN(c3nnnn3-c3ccccc3)CC2)cc1OC (configuration not stated) | -20
COc1ccccc1CNC(=O)C(C)Sc1ccsc1[N+](=O)[O-] (configuration not stated) | -40
COC(=O)C1CCN(C(=O)COC(=O)COc2ccc(C#N)cc2)CC1 | -27
Nn1c(Cc2cccc3ccccc23)n[nH]c1=S | 11
N/C(=N\OC(=O)Cc1ccccc1)c1ccccc1Cl | 46
CC[n+]1ccccc1/C=C/c1ccc(N(C)C)cc1 | -5
Cc1cccc(N(C(=O)Cn2nnc(-c3ccc(F)cc3)n2)C(C(=O)NC(C)(C)C)c2ccncc2)c1 (configuration not stated) | -27
CCc1cc(-c2n[nH]c(C)c2-c2nc3ccccc3s2)c(O)cc1OCC(=O)NN | -14
